WT yeast gro inh – growth inhibition of WT strain, primary screen, mitochondrial fusion inhibitor project, WT and mutant strains, chemical genetic; mitochondrial fusion phenotypic screen; inhibition, % at 10 µM; 2.1% of 190,000 active; AID 1362, 2008; in the data active = inhibition above about 58%; tested in S. cerevisiae
Hep lipid drop – inhibitors of hepatocyte lipid droplet formation, primary screen, imaging, high-throughput imaging, BODIPY stain; inhibition, % at 6.5 µM; 0.4% of 240,000 active; AML12 mouse hepatocytes, oleate lipid droplets; AID 1656, 2009;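 active = lipid droplet intensity inhibited by at least 50%, with more than 500 cells counted; inconclusive = wells with under 300 cells, treated as cytotoxic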
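Technique: fluorescence imaging, 20x objective, two fields per well / Assay system: AML12 hepatocytes (mouse) / Measure: % inhibition of lipid droplet signal / Doses: 6.5 µM single-point dosing / Incubation: overnight exposure / Reagent: 100 µM oleic acid challenge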
MT stabilizer – microtubule stabilizers in HeLa cells, primary screen, imaging, high-content imaging. HeLa tubulin immunostaining HCS, 24 h; share of cells brighter than vehicle mean+2SD. % tubulin-high responders, % at 10 µM. 0.83% of 200,000 active. AID 2205, 2009;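 active = plate Z-score above 3 for both tubulin-high and condensed-nucleus cell shares, with cell loss under 80%, at 10 µM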;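 also: anti alpha tubulin signal scored within the nucleus-defined area of each cell; some results filed as inactive read as strong as hits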
Myeloid diff MLP – induction of myeloid progenitor differentiation, primary screen, cell-based, flow cytometry, MLPCN library. ER-HoxA9 myeloid progenitors, lysozyme-GFP differentiation. calls only at 10 µM. 1% of 360,000 active;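 active = normalized GFP-positive differentiation at or above the plate's own cutoff, the solvent-only control mean plus 3 SD; inconclusive = no clear call, values can overlap the other calls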;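 also: cells exposed to compound for four days before flow analysis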
T cell modulator – modulators of CD8 T cell-vesicle binding, primary screen, mouse 2C CD8+ T cells, flow cytometry; 2C CD8+ T cell-vesicle binding; active compounds read low; calls only at 7 µM; 0.068% of 330,000 active;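 active = response, share of CD8 T cells binding vesicles, and their 90th percentile fluorescence all below set limits, cut at about 80% in these data, passing the limit was not always enough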
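Benchmarks: naked versus QL9-loaded vesicles / Assay system: purified 2C TCR transgenic mouse naive CD8+ T cells / Technique: high-throughput flow cytometry with anti-B7-1 and anti-CD8 staining / Timing: Cell–vesicle co-incubation 1.5 h at 37 °C, staining 20 min on ice / Read-out: percent CD8+ FL2 mean versus row control / Probe or stimulus: QL9-loaded Drosophila micro-vesicles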
bCat nuc transl – modulators of beta-catenin nuclear translocation, primary screen, imaging, HeLa cells, immunofluorescence, high-content; nuclear translocation activity, % at 5 µM; 0.3% of 190,000 active;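 active = nuclear translocation activity above 50% at 5 µM, with a well cell count of 50 or more; inconclusive = wells under 50 cells across six images, flagged as toxic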;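 also: per-cell ratio of nuclear to cytoplasmic median beta-catenin stain intensity; plate controls were DMSO negative control for no effect and GSK-3 inhibitor IX positive control for full effect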
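Read-out: Nuclear/cytoplasmic beta-catenin signal ratio, % activation | Assay system: Human HeLa cell line | Times: 24 h compound exposure at 37°C, 5% CO2 | Signal: Fluorescence imaging of beta-catenin antibody stain plus DAPI | Dosing: 5 µM primary, 0.02–20 µM confirmation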
Insulin prom up – insulin promoter activators in MIN6 cells, imaging, high-content screening, mouse beta cells. MIN6 insulin promoter-GFP reporter; active compounds read high. z-score at 5 µM. 0.3% of 190,000 active. AID 1625, 2009;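 active = z-score above 3 at 5 µM with at least 500 cells counted in the well; inconclusive = wells under 500 cells, flagged as cytotoxic or low count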
Autophagy mod – autophagy modulators in MEF cells, primary screen, imaging, high-content, MEF GFP-LC3; calls only at 10 µM (by protocol); MEF GFP-LC3 puncta imaging; test concentration mostly 10 µM; 0.98% of 190,000 active; AID 463193, 2010;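 active = percentage of spot-positive cells more than 3 SD above its plate mean, without a fluorescence outlier flag or 80% toxicity; inconclusive = no clear call, values can overlap the other calls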;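 also: spot-positive cell cutoff set from DMSO-treated cells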
West Nile antiviral – West Nile virus antiviral activity, cell-based, CPE readout (AID 1621). West Nile virus-infected cells, CPE inhibition; higher % means a stronger effect. CPE inhibition, % at 10 µM, or IC50 in µM where a hit was titrated. 0.02% of 290,000 active; in the data active = a potency from the dose series; inconclusive = CPE inhibition mostly from about 3.7% at the one dose, without a potency; inactive = the rest, 99 in 100 with CPE inhibition below about 2.2%; also: strong numbers were not always called active
WT yeast gro inh mutant strain – second read-out of WT yeast gro inh, no call of its own (marks repeat the call); inhibition, %; mitochondrial fusion phenotypic screen, mutant strain inhibition
Insulin prom up cell count – further read-out of Insulin prom up, marked with its call; cell count; measured here: cytotoxicity, nuclei count;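 total cells summed across four imaged fields per well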
Hep lipid drop cells 6.5 µM – second read-out of Hep lipid drop, no call of its own (marks repeat the call); cell count; measured here: cell count, cytotoxicity flag;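 cells counted across two imaged fields per well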
bCat nuc transl cell count 5 µM – recorded beside bCat nuc transl, whose call it bears; cell count; measured here: cell count, cytotoxicity flag
T cell modulator vesicle-bound % – second read-out of T cell modulator, no call of its own (marks repeat the call); double positive events, %; measured here: CD8+ vesicle-bound cell fraction;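 binding gate set so that unloaded-vesicle control wells show 10% double positive cells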
MT stabilizer Hoechst-high % – further read-out of MT stabilizer, marked with its call; % Hoechst-high responders; measured here: nuclear condensation Hoechst responders;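 share of cells brighter than vehicle mean plus two SD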
MT stabilizer cytotoxicity % – further read-out of MT stabilizer, marked with its call; toxicity, %; measured here: cytotoxicity by cell density;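 0% = mean cell density of plate MIN control wells and 100% = no cells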
Autophagy mod cell loss 18 h – further read-out of Autophagy mod, marked with its call; toxicity, %; measured here: cell loss, nuclei count;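 cell loss after 18 h compound exposure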
Myeloid diff MLP GFP+ MAC1+ % – also measured in Myeloid diff MLP; calls as there; GFP+ MAC1+ double positive, %; measured here: differentiation confirmed by MAC1 staining
Active calls of the source: *; i = inactive; ? = inconclusive; / = not tested or not shown; + = active, no number.

SMILES	WT yeast gro inh	WT yeast gro inh mutant strain	Hep lipid drop	Hep lipid drop cells 6.5 µM	MT stabilizer	MT stabilizer Hoechst-high %	MT stabilizer cytotoxicity %	Myeloid diff MLP	Myeloid diff MLP GFP+ MAC1+ %	T cell modulator	T cell modulator vesicle-bound %	bCat nuc transl	bCat nuc transl cell count 5 µM	Insulin prom up	Insulin prom up cell count	Autophagy mod	Autophagy mod cell loss 18 h	West Nile antiviral
COc1ccc(-n2c(C)c(C(C)=O)c3cc(O)ccc32)cc1	-1	-2	8	679	2.2	2.4	2.0	i	0.2	/	/	-0.6	996	-0.88	1289	i	11	/
Cc1ccc(NC(=O)CC2S/C(=N/N=C/c3ccco3)NC2=O)cc1Cl (stereo not drawn)	3	5	19	702	2.3	2.1	13	i	0.9	i	24	0.2	1168	/	/	i	16	0.3%
O=C(O)COc1c(F)c(F)c(C(F)(F)F)c(F)c1F	-20	-3	/	/	/	/	/	i	0.7	i	21	-6.4	891	0.82	1268	/	/	0.3%
CCc1nnc(NC(=O)CN2CCN(Cc3cccc(Cl)c3)CC2)s1	/	/	7	841	/	/	/	i	0.7	i	51	/	/	/	/	/	/	0.1%
Cc1cccc(OCCCC(=O)Nc2ccc(S(N)(=O)=O)cc2)c1C	3	6	0	724	2.0	2.3	8.1	i	0.8	i	44	2.7	591	-0.13	1343	i	-4	-0.8%
CCC1CCC2(CC1)NNC(=S)NN2	-21	-8	-6	821	3.5	1.2	5.3	/	/	i	4	-2.1	1087	1.5	828	i	-9	0.0%
COc1ccnc(N=CNOCc2cccc(Cl)c2Cl)c1C#N	-7	-7	1	726	1.7	2.6	3.8	i	0.7	i	43	/	/	-0.17	959	i	-4	-0.1%
O=C(CN1C(=O)c2cccnc2Oc2ccc(Cl)cc21)NC1CCCCCC1	/	/	-2	662	/	/	/	i	5.9	i	21	/	/	/	/	/	/	-0.2%
COC(=O)c1ccc(Cn2cc(Cl)cn2)o1	/	/	-7	691	/	/	/	i	0.3	i	44	1.1	1349	0.17	1319	/	/	0.1%
S=c1[nH]nc(-c2ccco2)n1/N=C/c1ccc(Cl)c(Cl)c1	76*	48*	3	689	4.9	1.7	5.2	i	0.4	i	51	-2.5	1095	0.25	1498	i	-5	0.5%
N#Cc1cccnc1N1CCN(C(=O)c2ccco2)CC1	/	/	17	753	/	/	/	i	0.5	i	26	0.2	1273	-0.24	1111	/	/	-0.1%
CC(Oc1cccc(F)c1)C(=O)/C=C\N(C)C (stereo not drawn)	-15	-15	/	/	4.0	1.7	7.4	i	4.6	i	33	-0.2	879	-0.52	1217	i	-22	-0.1%
COC(=O)c1ccccc1NC(=O)COc1ccc(S(=O)(=O)NC(C)C)cc1	-15	-12	-8	714	2.2	1.6	10	i	0.3	i	12	0.7	1501	/	/	i	-1	-0.7%
O=C(Cc1ccccc1)NCC(=O)N/N=C/c1cccnc1	/	/	0	732	/	/	/	i	0.9	i	23	1.8	1326	0.27	1017	/	/	0.8%
O=C(CSc1nc2[nH]ncc2c(=O)[nH]1)Nc1nccs1	-5	5	0	709	1.5	1.5	4.1	/	/	i	42	-2.4	1159	-0.06	1294	i	3	-0.4%
COc1ccc(CNC(=O)C2CCN(c3nc(OC)nc(OC)n3)CC2)cc1	-9	-3	/	/	1.3	2.3	7.7	i	3.6	i	12	-1.4	1358	-0.18	1610	i	-11	-0.1%
CC(C)C(C(=O)Nc1ncn[nH]1)N1C(=O)c2ccccc2C1=O (stereo not drawn)	7	10	10	722	2.1	2.1	7.1	/	/	i	19	-1.2	1071	0.32	1311	i	-1	75%
CCC(C(=O)Nc1ccc([N+](=O)[O-])cn1)c1ccccc1 (stereo not drawn)	/	/	10	828	/	/	/	i	0.6	i	62	/	/	/	/	/	/	-0.5%
COc1ccc(CN2CCN(C(=O)CCC(=O)Nc3nnc(C4CCCCC4)s3)CC2)cc1F	/	/	-4	574	/	/	/	+	1.4*	i	50	/	/	/	/	/	/	-0.4%
O=C(O)c1c(NC(=O)N2CCCC2)sc2c1CCCC2	/	/	10	413	/	/	/	i	0.1	i	55	/	/	/	/	/	/	-0.5%
COc1cc(Cl)c(CN2CCCC(CO)(Cc3ccccc3)C2)cc1OC (stereo not drawn)	/	/	0	796	/	/	/	i	0.3	i	49	/	/	/	/	/	/	-1.6%
COCc1cc(C)nc(SCc2nc3ccccc3c(=O)[nH]2)c1C#N	-12	-2	11	660	2.5	1.8	2.6	i	0.5	i	57	1.3	1116	-1.2	1385	i	-5	0.5%
COc1cc(/C=N/NC(=O)COc2ccc(-n3cnnn3)cc2)ccc1OCC(N)=O	/	/	-7	721	/	/	/	i	0.7	i	38	-1.7	1132	0.36	1369	/	/	0.2%
Cc1cc(S(=O)(=O)N2CCCC2)ccc1OCC(=O)NCc1ccccn1	/	/	24	757	/	/	/	i	3.0	i	14	/	/	/	/	/	/	-1.3%
Cc1[nH]c2ccccc2c1C(=O)C(=O)N1CCN(c2ccccc2F)CC1	/	/	-28	661	/	/	/	i	0.4	i	42	/	/	/	/	/	/	-0.2%
Clc1ccc(-c2ccccc2)nn1	/	/	-6	694	/	/	/	i	0.3	i	47	-0.1	1288	-0.49	1052	/	/	0.0%
CN(C(=O)CSc1nnc2ccccn12)c1c(N)n(Cc2ccccc2)c(=O)[nH]c1=O	9	10	-16	597	3.8	3.4	5.1	i	0.8	i	7	1.0	1080	0.65	1527	i	-2	0.3%
CCCCN(C)C(=O)c1nc2ccccn2c1CN1CCC[C@H]1C(=O)OC	-2	-4	3	723	4.7	2.1	5.4	i	0.6	i	52	-0.1	1531	-0.24	1553	i	2	-0.4%
CN(c1cccc(Cl)c1)S(=O)(=O)c1cccc(C(=O)Nc2nc3ccccc3[nH]2)c1	39	3	-3	551	11	7.1	28	i	0.6	i	34	41	552	-1.6	990	i	-11	?
Cc1ccccc1OCCCC(=O)NC1CCCCC1	/	/	-20	741	/	/	/	i	0.8	i	54	/	/	/	/	/	/	-0.2%
Cc1cc(C(=O)OC(C)C(=O)Nc2cccc(S(=O)(=O)N3CCOCC3)c2)c(C)o1 (stereo not drawn)	5	-3	8	792	2.0	1.9	5.8	i	1.0	i	70	/	/	0.23	929	i	-2	-1.1%
O=C(CCCCCCCCC(=O)N/N=C/c1ccco1)N/N=C/c1ccco1	9	7	8	653	2.3	1.9	2.4	i	0.8	i	58	-5.4	592	0.52	1300	i	7	-0.6%
Cc1cc(SCC(=O)N/N=C/c2ccc(O)cc2O)nc2ccccc12	/	/	-4	845	/	/	/	i	1.3	i	56	/	/	/	/	/	/	?
COCCNc1ncnc2c1[nH]c1ccccc12	/	/	7	671	/	/	/	i	1.0	i	53	2.8	1065	-0.71	1440	/	/	-0.9%
O=C(Nc1ccc(S(=O)(=O)NCC2CCCO2)cc1)c1ccc(F)cc1 (stereo not drawn)	/	/	3	788	/	/	/	i	0.4	i	20	/	/	/	/	/	/	0.7%
CC1=NN(c2ccccc2)C(=O)/C1=C/c1cn(C)c2ccccc12	/	/	15	713	/	/	/	i	0.2	i	35	7.2	987	-0.12	1411	/	/	-0.1%
Cc1csc(NC(=O)CSc2nc(C)nc3c2c(=O)n(C)c(=O)n3C)n1	-8	-14	-1	702	1.6	2.7	8.8	i	4.2	i	24	-1.2	1061	-0.62	1711	i	7	0.0%
CC(C)Oc1ccc(CCC(=O)NNC(=O)CCC(=O)O)cc1	/	/	-15	762	/	/	/	i	0.3	i	51	-1.6	1346	1.8	1410	/	/	-0.1%
NC(=O)Cn1cc(C(=O)C(=O)N2CCOCC2)c2ccccc21	/	/	1	839	/	/	/	i	0.5	i	6	/	/	/	/	/	/	-0.1%
COc1ccc(C2=NN(c3nc4ccccc4s3)C(=O)C2)cc1	-13	-7	3	684	2.7	1.5	7.8	i	0.5	i	33	0.9	959	0.06	1508	i	1	-0.2%
Cc1ccc(-n2c(O)c(/C=N/c3ncn[nH]3)c3ccccc3c2=O)cc1	-6	4	12	704	5.3	1.1	5.8	i	0.0	i	62	-2.5	1066	-0.65	1199	i	15	-0.3%
O=C(COC(=O)C1CCN(S(=O)(=O)c2cccc3cccnc23)CC1)c1ccc(F)cc1	4	-7	/	/	1.8	1.0	5.6	i	0.6	i	10	0.6	1362	-0.4	1534	i	36	1.4%

Quoted from above for reference:
SMILES	WT yeast gro inh	WT yeast gro inh mutant strain	Hep lipid drop	Hep lipid drop cells 6.5 µM	MT stabilizer	MT stabilizer Hoechst-high %	MT stabilizer cytotoxicity %	Myeloid diff MLP	Myeloid diff MLP GFP+ MAC1+ %	T cell modulator	T cell modulator vesicle-bound %	bCat nuc transl	bCat nuc transl cell count 5 µM	Insulin prom up	Insulin prom up cell count	Autophagy mod	Autophagy mod cell loss 18 h	West Nile antiviral
Cc1ccc(-n2c(O)c(/C=N/c3ncn[nH]3)c3ccccc3c2=O)cc1	-6	4	12	704	5.3	1.1	5.8	i	0.0	i	62	-2.5	1066	-0.65	1199	i	15	-0.3%
O=C(COC(=O)C1CCN(S(=O)(=O)c2cccc3cccnc23)CC1)c1ccc(F)cc1	4	-7	/	/	1.8	1.0	5.6	i	0.6	i	10	0.6	1362	-0.4	1534	i	36	1.4%

Screening results from PubChem.

Random draw from the library; about 3.9% have a hit in one of these screens.
